TRHR PAM – qHTS for Small Molecule Agonists and Allosteric Enhancers of Human TRH Receptor: Primary Screen for Enhancers. 360,000 compounds, 0.66% hits. Thyrotropin-releasing hormone receptor (Homo sapiens), P34981. enhancement, % at 2 µM. AID 493056, 2011. TRHR cells, fluo-8 calcium fluorescence, EC20 TRH enhancement; in the data active = enhancement above about 30%; note: 0% is about no effect
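Enhancer read-out: after compound pinning and an initial kinetic agonist-mode read, an EC20 of TRH (10 nM final) was injected and fluo-8 calcium signal (Ex 480/Em 530) followed at 1 s/cycle for 100 cycles in TRHR-expressing cells.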
USP1-UAF1 inh – Inhibitors of USP1/UAF1: Primary Screen; recombinant USP1/UAF1, Ub-Rhodamine cleavage fluorescence; AID 743255, 2014; Ubiquitin carboxyl-terminal hydrolase 1 (Homo sapiens), O94782; Potency, µM (top dose mostly 57.1 µM), for inactives: top-dose activity change, negative = inhibition, usual class: inhibitors; 390,000 compounds, 0.23% hits; note: potency is the fitted concentration of half-maximal effect; % is set by controls: 0 for no effect and ±100 for the full control effect; nearly all actives have a fitted effect of over 60% in size; inactives centre near -12
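USP1/UAF1 complex at 1 nM was preincubated with compound for 15 min at room temperature, then Ub-Rho substrate (150nM final) was added. Fluorescence (480/540 nm) was read kinetically, 6 reads every 60 seconds.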
D2 antag – HTS Assay for Allosteric Antagonists of the Human D2 Dopamine Receptor: Primary Screen for Antagonists; D(2) dopamine receptor (Homo sapiens), P14416; HEK293 TREx D2 cells, calcium flux, dopamine EC80; inhibition, % at 10 µM; 340,000 compounds, 2% hits; AID 485344, 2010; in the data active = inhibition above about 30%; note: 0% is about no effect
Target sequence (P14416 whole entry, looked up): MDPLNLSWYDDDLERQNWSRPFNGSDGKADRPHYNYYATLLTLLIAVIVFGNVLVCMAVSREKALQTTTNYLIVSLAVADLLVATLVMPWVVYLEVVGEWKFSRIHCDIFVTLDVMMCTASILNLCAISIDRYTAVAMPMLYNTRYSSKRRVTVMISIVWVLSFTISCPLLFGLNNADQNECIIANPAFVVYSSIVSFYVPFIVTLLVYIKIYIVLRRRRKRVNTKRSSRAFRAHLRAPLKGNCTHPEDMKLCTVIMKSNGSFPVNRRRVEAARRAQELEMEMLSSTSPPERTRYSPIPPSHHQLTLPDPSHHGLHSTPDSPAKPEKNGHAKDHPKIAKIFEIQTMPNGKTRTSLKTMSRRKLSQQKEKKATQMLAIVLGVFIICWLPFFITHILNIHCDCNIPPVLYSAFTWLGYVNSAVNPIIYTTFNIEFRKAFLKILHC
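Compounds are added to dye-loaded, induced HEK293 T-REx cells coupled to calcium release via D2; after a 3 min kinetic read an EC80 dopamine stimulus is given and fluorescence is recorded for 3 more min.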
mIDH1 inhibitor – qHTS for Inhibitors of mutant isocitrate dehydrogenase 1 (IDH1): qHTS | Isocitrate dehydrogenase [NADP] cytoplasmic (Homo sapiens), O75874 | 390,000 compounds, 0.093% hits | Potency, µM (series often up to 76.6 µM), without a hit: at the highest dose activity change, negative = inhibition, usual class: inhibitors | AID 602179, 2012 | IDH1-R132H enzyme, NADPH consumption, diaphorase/resazurin fluorescence; note: potency is the fitted concentration of half-maximal effect; % is set by controls: 0 for no effect and ±100 for the full control effect; nearly all actives have a fitted effect of over 65% in size
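IDH1-R132H (0.5 ug/mL dispensed) in pH 7.5 Tris buffer was preincubated 30 min with compound, then given a substrate mix of 0.016 mM NADPH and 2 mM alpha-KG for 80 min at room temperature; remaining NADPH was read by diaphorase/resazurin fluorescence.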
TrxR1 inh – qHTS Assay for Inhibitors of Mammalian Selenoprotein Thioredoxin Reductase 1 (TrxR1): qHTS; Thioredoxin reductase 1, cytoplasmic (Rattus norvegicus), O89049; recombinant rTrxR1, NADPH fluorescence consumption, selenite substrate; Potency, µM (highest dose often 114 µM), for inactives: at the top dose activity change, negative = inhibition, usual class: inhibitors; 390,000 compounds, 1% hits; note: potency is the fitted concentration of half-maximal effect; % is set by controls: 0 for no effect and ±100 for the full control effect; nearly all actives have a fitted effect of over 65% in size
Target sequence (O89049 whole entry, looked up): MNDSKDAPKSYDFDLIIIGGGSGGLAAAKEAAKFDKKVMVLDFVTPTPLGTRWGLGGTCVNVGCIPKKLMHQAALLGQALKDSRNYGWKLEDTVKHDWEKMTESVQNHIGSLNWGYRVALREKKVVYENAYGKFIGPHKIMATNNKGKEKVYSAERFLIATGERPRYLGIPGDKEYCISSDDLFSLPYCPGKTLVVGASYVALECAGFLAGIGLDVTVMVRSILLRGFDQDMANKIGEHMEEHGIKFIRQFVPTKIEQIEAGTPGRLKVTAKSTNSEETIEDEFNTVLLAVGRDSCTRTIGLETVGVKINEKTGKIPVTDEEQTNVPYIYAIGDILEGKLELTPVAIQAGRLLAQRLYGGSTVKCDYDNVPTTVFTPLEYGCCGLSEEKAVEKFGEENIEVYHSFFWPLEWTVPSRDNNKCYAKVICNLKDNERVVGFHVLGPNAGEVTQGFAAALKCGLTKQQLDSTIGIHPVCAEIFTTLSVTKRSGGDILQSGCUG
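Rat TrxR1 (90 nM in the dispensed reagent) was pre-reduced with 400 uM NADPH for 5 min at room temperature, then incubated with compound for 15 min. After 400 uM selenite was added, NADPH fluorescence (Ex 340/Em 450 nm) was followed for 8 min.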
D2 ag – HTS Assay for Allosteric Agonists of the Human D2 Dopamine Receptor: Primary Screen for Agonists; D(2) dopamine receptor (Homo sapiens), P14416; AID 485358, 2010; activation, % at 2 µM; 340,000 compounds, 0.53% hits; HEK293 T-REx D2 cells, calcium flux agonist mode;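 active = activation over 3 SD above normal in the single-dose calcium agonist read, cut at about 30% in these data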; note: 0% is about no effect
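Tetracycline-induced HEK293 Trex cells with D2 receptor force-coupled to calcium signaling, plated overnight at 30 C and loaded with no-wash calcium dye. Calcium flux read kinetically for 180 s after compound addition; responses flag agonists.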
PI4K2A block – qHTS for small molecular inhibitors of PI4K2A | purified PI4K2A, ADP-Glo luminescence, 1 h; stronger effect = lower value | activity change, negative = inhibition, % at 76.9 µM | 420,000 compounds, 0.13% hits; in the data active = activity change below about -50%; inconclusive = mostly about -30% to -49%;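 note: -100% = wells without enzyme as full effect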
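ADP-Glo luminescence measured ADP generated by PI4K2A enzyme (4 ug/mL before mixing) with 1.2 mM PI substrate (pre-mix) and 300 microM ATP (pre-mix). Tris pH7.5 buffer with MgCl2, Triton X-100; 1 h reaction at ambient temperature.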
TRHR ag – qHTS for Small Molecule Agonists and Allosteric Enhancers of Human TRH Receptor: Primary Screen for Agonists. Thyrotropin-releasing hormone receptor (Homo sapiens), P34981. TRHR cells, calcium flux fluo-8, FDSS agonist mode. activation, % at 2 µM. 360,000 compounds, 0.18% hits. AID 493084, 2011; in the data active = activation above about 30%; note: 0% is about no effect
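Steps: seed TRHR cells overnight; add fluo-8 no-wash Ca dye, RT 30 min–1.5 h; record 10 s baseline; pin-transfer compounds; monitor fluorescence 1 cycle/s for the agonist window. Calcium increases flag candidate agonists.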
TrxR1 substrate – qHTS Assay for Substrates of Mammalian Selenoprotein Thioredoxin Reductase 1 (TrxR1): qHTS. 390,000 compounds, 0.01% hits. Potency, µM (series often up to 114 µM), for the others: at the highest dose activity change, negative = substrate turnover. purified TrxR1 substrate turnover, NADPH consumption readout. AID 588456, 2011. Thioredoxin reductase 1, cytoplasmic (Rattus norvegicus), O89049; note: potency is the fitted concentration of half-maximal effect; % is set by controls: 0 for no effect and ±100 for the full control effect; nearly all actives have a fitted effect of over 50% in size
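Rat TrxR1, dispensed at 90 nM, was prereduced with 400 uM NADPH (final) for 5 min at ~22 deg C, then incubated with compound 15 min before 400 uM selenite. A first-read NADPH fluorescence drop versus no-compound background flagged substrates.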
The depositor's hits bear a star; ? = inconclusive; . = not tested or not shown; [ ] = dose if it differs, or a comment. Unless noted, calls come from the whole dose curve; as a rule, active = well fitted inhibition curve with a large enough effect; inconclusive = small, poorly fitted or top-dose-only effect; inactive = no such curve, though single readings can be large or run the other way. Compounds were not picked by outcome. Share with any hit: about 3.9%.

SMILES	TRHR PAM	USP1-UAF1 inh	D2 antag	mIDH1 inhibitor	TrxR1 inh	D2 ag	PI4K2A block	TRHR ag	TrxR1 substrate
Cc1cc(CN(C)C(=O)CC2C(=O)NCCN2Cc2c(F)cccc2Cl)on1 (stereo unspecified)	6	3%	1	-2%	25%	0.2	-4	0.9	5%
O=C(/C=C/c1ccccc1)Nc1cc(NC(=O)/C=C/c2ccccc2)cc(C(=O)O)c1	5	?	0	-3%	-13%	-0.1	-4	-0.5	-13%
COc1ccc(-n2c(SCC(=O)Nc3nccs3)nnc2-c2ccc(Cl)cc2)cc1	.	-30%	.	-10%	26%[57.1 µM]	.	1	.	9%[57.1 µM]
O=C(c1ccccc1Cl)N1CCC(O)(c2cccnc2)CC1	11	-23%	-7	9%	24%	0.7	4	0.6	10%
Cc1cccc2cc(CN(CCCN3CCOCC3)Cc3nnnn3C(C)(C)C)c(=O)[nH]c12	1	-23%	-8	4%	-17%	-1.5	-3	-0.2	8%
O=C(CSCc1ccc(Cl)cc1)Nc1ccc(S(=O)(=O)N2CCOCC2)cc1	-1	-10%	8	1%	5%	1.0	-2	0.3	-4%
O=C(Nc1nnc(C2CCCC2)s1)C1CCC1	-2	3%	7	-3%	17%	0.0	10	0.3	-2%
Cc1cc(C(=O)N/N=C/c2ccccn2)c2ccccc2n1	-10	?	8	-1%	15%	0.1	11	0.7	2%
COc1ccc(CNC(=O)CN(C(=O)CCC(=O)Nc2ccccn2)c2cccc(C)c2C)cc1	5	-20%	-1	6%	26%[57.1 µM]	0.3	-3	0.2	15%[57.1 µM]
Cc1nc2ccc(NC(=O)Cc3ccc4c(c3)OCCO4)cc2s1	-7	-2%	4	-1%	3%	1.1	-1	-0.9	4%[0.457 µM]
CSc1ccc(/C=C/c2cc(=O)c3ccccc3[nH]2)cc1	2	-10%	-11	11%	16%	0.1	-5	0.0	17%
CC(=O)CC1(O)C(=O)N(CN2CCN(c3ccccc3)CC2)c2ccccc21 (stereo unspecified)	8	6%	24	-2%	6%	-0.2	0	2.0	9%
O=C(c1ccc2snnc2c1)N1CCCCC1	-6	6%	5	-3%	-8%	1.0	8	0.1	-6%
CCCNC(=O)c1ccc(N2CCC3(CC2)CC(c2ccccc2)=NO3)c(NC(=O)Cc2ccc(F)cc2)c1	-6	?	20	-12%	18%	-0.1	1	0.1	6%[57.1 µM]
CC1=NN(C(=O)COc2ccccc2)C(O)(c2ccccc2)C1 (stereo unspecified)	3	-3%	-4	-2%	3%	1.0	-1	-0.5	-2%
COC1=C(Nc2ccc(OC)cc2)C(=O)c2ccccc2C1=O	-5	-18%	-1	-2%	-16%	-1.6	-19	-0.7	1%
CCN(CC)c1ccc(S(=O)(=O)N2CCOCC2)cc1NC(=O)CSc1n[nH]c(N)n1	0	-12%	-15	-6%	13%	0.9	2	0.0	-7%
Cc1ccc(Cn2ccc(NC(=O)c3cc(CC(C)C)on3)n2)cc1	-1	-17%	-9	-3%	-10%[57.1 µM]	-1.1	1	0.7	-4%[57.1 µM]
Cc1cc(C)cc(-n2c(SCC(=O)Nc3nnc(C)s3)nc3c([nH]c4ccccc43)c2=O)c1	-4	-12%	.	-3%	18%[57.1 µM]	1.3	-1	-0.5	5%[57.1 µM]
Cc1cc([N+](=O)[O-])nn1Cc1ccccc1F	.	-7%	.	7%	10%	.	4	.	1%
Cc1ccc(C)c(OCC(=O)Nc2ccc(S(=O)(=O)Nc3ccccn3)cc2)c1	14	-20%	-15	4%	9%	-1.0	1	-1.0	7%
COC(=O)c1ccc(C2=NOC(C)(c3sc(-c4ccccc4)nc3C)C2)cc1 (stereo unspecified)	2	-25%	-1	10%	24%	1.0	5	0.3	3%
Cc1nnsc1C(=O)Oc1ccccc1Cl	-8	-11%	.	-13%	?	0.2	0	0.1	-3%
CC(=O)Nc1c(O)nc(SC/C=C/CSc2nc(O)c(NC(C)=O)c(=O)[nH]2)[nH]c1=O	-4	-15%	-37	6%	13%[57.1 µM]	9.0	-1	0.8	4%[57.1 µM]
CCCOc1ccc(C(=O)Nn2c(C)nc3ccccc3c2=O)cc1	3	-14%	-7	6%	17%	-1.6	5	-0.5	10%

Some of the entries above, set out differently:
Sequence of screens – TRHR PAM	USP1-UAF1 inh	D2 antag	mIDH1 inhibitor	TrxR1 inh	D2 ag	PI4K2A block	TRHR ag	TrxR1 substrate
- O=C(CSCc1ccc(Cl)cc1)Nc1ccc(S(=O)(=O)N2CCOCC2)cc1
 : -1	-10%	8	1%	5%	1.0	-2	0.3	-4%
- O=C(Nc1nnc(C2CCCC2)s1)C1CCC1
 : -2	3%	7	-3%	17%	0.0	10	0.3	-2%

(continued)
SMILES	TRHR PAM	USP1-UAF1 inh	D2 antag	mIDH1 inhibitor	TrxR1 inh	D2 ag	PI4K2A block	TRHR ag	TrxR1 substrate
CC1CCC/C(=N/Nc2ccc([N+](=O)[O-])cc2[N+](=O)[O-])C1 (stereo unspecified)	2	-16%	-7	3%	-2%	1.4	-4	0.2	-4%
O=C(NCc1cccnc1)C1CCN(c2ccc(S(=O)(=O)N3CCOCC3)cc2Cl)CC1	2	-10%	13	-4%	11%	1.7	0	1.5	-2%
CC(=O)c1cccc(NC(=O)CN(C)S(=O)(=O)c2cccc3nsnc23)c1	-3	3%	12	0%	?	-0.8	2	-0.6	-10%
O=C(CN1C(=O)C2CCCCC2C1=O)Nc1cc([N+](=O)[O-])ccc1F (stereo unspecified)	2	-24%	5	6%	26%	0.1	3	0.8	4%
Cc1nnc(C)c2c(C)n(-c3cccc4cccnc34)c(C)c12	-7	.	-2	.	.	1.5	.	0.7	.
Cc1ccnc(SCC(=O)c2cc3ccccc3o2)n1	-2	-8%	-6	3%	-18%	0.2	3	0.1	-13%
COC(=O)c1c(C(=O)OC)c2n(c1C)Cc1ccccc1C2	-2	-17%	-3	4%	8%	0.4	3	-0.8	4%
Cc1cc(SCc2ccc(F)cc2)nc(=O)[nH]1	1	-8%	-2	-2%	0%	0.2	-5	0.2	-1%
NC(=S)NNC(=O)c1cccc(Cl)c1	12	-13%	4	1%	1%[57.1 µM]	-0.6	-14	-0.3	4%
CN(C)N=Nc1nc2c(c(=O)n(C)c(=O)n2C)n1C	2	0%	3	4%	9%[57.1 µM]	0.3	-1	-0.3	-4%[57.1 µM]
O=C(NCC(c1ccco1)N1CCCC1)c1ccc(Cl)c(S(=O)(=O)N2CCc3ccccc32)c1 (stereo unspecified)	2	-2%	.	1%	-9%	.	-5	0.4	-1%
CCOC(=O)c1sc(NC(=O)C(C)Sc2nc(N)cc(=O)[nH]2)nc1C (stereo unspecified)	2	-9%	-9	-8%	-5%[57.1 µM]	1.1	5	0.1	-5%[57.1 µM]
CCC1(C)N=c2c(c(=O)n(C)c(=O)n2C)=NO1 (stereo unspecified)	12	-14%	-22	3%	7%[57.1 µM]	-1.7	3	-0.2	6%[57.1 µM]
Cc1ccc(C)c(SCc2noc(C(=O)NC(C)C)c2C(=O)O)c1	-2	-13%	10	26%	10%	0.4	1	0.3	-4%
COC(=O)c1scc(S(C)(=O)=O)c1-n1cccc1	-15	-9%	4	5%	14%[57.1 µM]	0.2	-9	-0.5	-7%[57.1 µM]
Cc1ccc(Cl)cc1NS(=O)(=O)c1ccc2oc(=O)ccc2c1	-2	-6%	-7	-28%	11%[57.1 µM]	0.8	7	0.8	-5%[57.1 µM]
O=C(Nc1cc(S(=O)(=O)N2CCOCC2)ccc1N1CCOCC1)c1cn2ccccc2n1	-6	-11%	-9	4%	40%[activator][57.1 µM]	-1.8	-4	-1.5	9%[57.1 µM]
O=C(N1CCCC1)N1CCN(c2ncnc3c(-c4ccc(Cl)cc4)nsc23)CC1	2	.	6	.	.	0.0	.	0.1	.
O=C(C1CCN(S(=O)(=O)c2ccccc2)CC1)N1CCN(Cc2ccc3c(c2)OCO3)CC1	-9	-6%	-11	6%	2%	0.5	-7	0.2	-5%
O=C(O)c1cc(S(=O)(=O)Nc2cccc(Oc3ccccc3)c2)ccc1Br	-3	-9%	12	-8%	18%	-2.3	-1	-1.3	5%
COc1ccc(Nc2nc(N)nc(SCc3nnc(C)s3)n2)cc1	-3	-3%	-20	5%	12%	-0.8	-7	0.1	4%
CCOC(=O)c1c(NC(=O)CSc2nnc(CN3CCOCC3)n2C)sc2c1CCCC2	11	-15%	4	4%	14%	-1.8	2	-3.4	13%
CCN(CC(=O)NCc1cccs1)C(=O)c1ccc(S(=O)(=O)Nc2ccccc2C)cc1	0	-8%	-13	12%	17%	-0.2	5	0.2	2%
O=C1c2[nH]nc(-c3ccccc3O)c2C(c2cccc(O)c2)N1Cc1ccco1 (stereo unspecified)	1	-28%	13	5%	-4%	2.9	-12	0.1	-8%
COc1ccc(NC(=O)CSc2cn(CCNC(=O)c3c(F)cccc3F)c3ccccc23)cc1	-11	-7%	.	-14%	14%	1.2	7	-1.8	3%
